12-LOX inh: Primary qHTS assay for inhibitors of human arachidonate 12S-lipoxygenase (ALOX12): Round 2. purified 12hLO, xylenol orange hydroperoxide absorbance. Polyunsaturated fatty acid lipoxygenase ALOX12 (Homo sapiens), P18054. hit rate 1.1% among 580,000. Potency, µM (doses to about 108 µM), without a hit: at the highest dose activity change, negative = inhibition, most hits filed as inhibitors; also: potency is read from the fitted curve at half-maximal effect; % is scaled to controls: 0 for no effect and ±100 for the full control effect
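Hydroperoxide product was detected by ferrous iron/xylenol orange as the 573 to 405 nm absorbance ratio. Arachidonic acid at 40 uM (final) was turned over for 30 min at room temperature by 150 nM human 12hLO, pH 7.0 Hepes buffer, after 15 min compound preincubation.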
RGS4 inh: Inhibitors of Regulator of G Protein Signaling (RGS) 4: qHTS. Regulator of G-protein signaling 4 (Homo sapiens), P49798. Transcreener GDP fluorescence polarization, RGS4-accelerated GTP hydrolysis. Potency, µM (series often up to 114 µM), for inactives: at the top dose activity change, negative = inhibition, actives largely listed as inhibitors. hit rate 0.039% among 390,000. AID 504845, 2011; also: potency is read from the fitted curve at half-maximal effect; % is scaled to controls: 0 for no effect and ±100 for the full control effect; nearly all actives have a fitted effect of over 75% in size; some results filed as inactive show a strong effect at the top dose
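MLSMR compounds (23 nl, pin-transferred) preincubated 10 min at room temperature with a 500nM (2x) first reagent, then RGS4 at 900nM (2x) plus Transcreener GDP mix added; fluorescence polarization (620/688 nm) read before and after 90 min at 30 °C.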
G9a block: qHTS Assay for Inhibitors of Histone Lysine Methyltransferase G9a; Histone-lysine N-methyltransferase EHMT2 (Homo sapiens), Q96KQ7; G9a H3K9 monomethylation, AlphaScreen, 2 h; Potency, µM (series often up to 102 µM), inactives show at the top dose activity, negative = inhibition, most hits filed as inhibitors; hit rate 8.8% among 350,000; AID 504332, 2011; also: potency is read from the fitted curve at half-maximal effect; % is scaled to controls: 0 for no effect and ±100 for the full control effect; nearly all actives have a fitted effect of over 75% in size
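Enzyme 20 nM + cpd, 15 min RT; add b-H3K9 pep 500 nM / SAM 20 uM; 2 h RT; anti-H3K9me1 Ab 0.5 ug/mL + SA donor / anti-rabbit acceptor beads 20 ug/mL each, 10 min; AlphaScreen read.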
BAZ2B inh: qHTS Assay for Inhibitors of BAZ2B | Bromodomain adjacent to zinc finger domain protein 2B (Homo sapiens), Q9UIF8 | AlphaScreen BAZ2B-H3K14Ac peptide displacement | Potency, µM (series often up to 114 µM), for inactives: top-dose activity change, negative = inhibition, actives largely listed as inhibitors | hit rate 4.4% among 360,000; also: potency is read from the fitted curve at half-maximal effect; % is scaled to controls: 0 for no effect and ±100 for the full control effect; nearly all actives have a fitted effect of over 60% in size
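AlphaScreen displacement of biotin-H3(5-23)K14Ac peptide (50 nM final) from BAZ2B (50 nM final) in PBS pH 7.4, 0.01% Tween-20; complex preformed 30 min RT, then compounds (top 110 uM) 30 min RT, beads 20 min dark.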
JMJD2A Tudor: qHTS Assay for Inhibitors of JMJD2A-Tudor Domain; AlphaScreen JMJD2A-Tudor / H3K4me3 peptide binding; Potency, µM (titrated, usually from 114 µM), for inactives: at the top dose activity change, negative = inhibition, most hits filed as inhibitors; hit rate 4.4% among 390,000; AID 504339, 2011; also: potency is read from the fitted curve at half-maximal effect; % is scaled to controls: 0 for no effect and ±100 for the full control effect; nearly all actives have a fitted effect of over 50% in size
Target sequence (O75164 whole entry, looked up, the tested form may be a part): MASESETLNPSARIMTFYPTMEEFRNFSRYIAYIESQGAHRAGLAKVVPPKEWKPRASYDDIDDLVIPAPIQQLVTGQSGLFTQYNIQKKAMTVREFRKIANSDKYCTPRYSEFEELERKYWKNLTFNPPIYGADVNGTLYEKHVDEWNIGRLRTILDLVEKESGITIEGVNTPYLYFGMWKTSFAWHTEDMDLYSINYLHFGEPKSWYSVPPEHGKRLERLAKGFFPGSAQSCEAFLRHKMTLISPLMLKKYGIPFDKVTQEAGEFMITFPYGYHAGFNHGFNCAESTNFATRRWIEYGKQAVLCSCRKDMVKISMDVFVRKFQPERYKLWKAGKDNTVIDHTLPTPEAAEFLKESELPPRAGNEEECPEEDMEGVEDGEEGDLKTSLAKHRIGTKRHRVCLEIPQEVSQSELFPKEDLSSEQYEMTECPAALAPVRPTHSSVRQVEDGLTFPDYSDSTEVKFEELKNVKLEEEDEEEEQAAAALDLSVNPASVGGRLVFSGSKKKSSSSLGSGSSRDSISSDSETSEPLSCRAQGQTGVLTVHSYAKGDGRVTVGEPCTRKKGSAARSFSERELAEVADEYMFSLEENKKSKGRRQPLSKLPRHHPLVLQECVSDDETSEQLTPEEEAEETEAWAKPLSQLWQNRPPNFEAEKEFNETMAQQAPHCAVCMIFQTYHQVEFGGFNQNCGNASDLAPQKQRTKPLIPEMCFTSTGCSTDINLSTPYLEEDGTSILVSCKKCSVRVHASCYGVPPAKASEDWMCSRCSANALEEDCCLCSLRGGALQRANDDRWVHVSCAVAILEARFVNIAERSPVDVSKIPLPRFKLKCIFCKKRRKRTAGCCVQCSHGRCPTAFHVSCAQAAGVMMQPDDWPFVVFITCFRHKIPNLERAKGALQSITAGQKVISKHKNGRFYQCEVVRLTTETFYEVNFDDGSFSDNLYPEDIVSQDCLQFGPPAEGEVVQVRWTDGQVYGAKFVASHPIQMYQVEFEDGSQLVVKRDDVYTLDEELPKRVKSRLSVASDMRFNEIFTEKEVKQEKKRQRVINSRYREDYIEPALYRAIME
GLS inh: qHTS for Inhibitors of Glutaminase (GLS); Glutaminase kidney isoform, mitochondrial (Homo sapiens), O94925; GLS enzymatic activity, qHTS titration; Potency, µM (series often up to 45.5 µM), without a hit: top-dose activity change, negative = inhibition, hits mostly inhibitors; hit rate 0.21% among 410,000; also: potency is read from the fitted curve at half-maximal effect; % is scaled to controls: 0 for no effect and ±100 for the full control effect
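Glutamate formation by hKGA was monitored fluorometrically using coupled glutamate oxidase, HRP and Amplex Red. Substrate was added as 1 mM L-glutamine solution; incubation was 30 min at RT after an initial read.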
ERG Ets-DNA blk: qHTS for Small Molecule Inhibitors of the ERG Ets/DNA interaction | Transcriptional regulator ERG (Homo sapiens), P11308 | fluorescence polarization, His-ERG Ets domain / labelled DNA | Potency, µM (series often up to 76.9 µM), without a hit: at the highest dose FP activity, negative = inhibition, actives largely listed as inhibitors | hit rate 0.028% among 370,000; active = well fitted inhibition curve with a large enough effect in the polarisation, with a control signal flat; inconclusive = small, poorly fitted or top-dose-only effect, or effect the other way, or a change in a side signal; inactive = no such curve, though single readings can be large or run the other way; the % refers to the polarisation;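 also: polarization taken with two DNA probes labelled with fluorescein and Texas red; potency is read from the fitted curve at half-maximal effect; % of control where 0% means no effect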
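His-tagged ERG Ets domain (1 uM in the protein solution; 300mM KCl, 50mM Tris-HCl, 1mM EDTA, 1mM DTT, pH 7.5) received compound, then a probe mix of 5 nM fluorescein-DNA and 100nM Texas-615-DNA. Fluorescence polarization was read for both dyes.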
HP1b binding inh: HTS for Inhibitors of HP1-beta Chromodomain Interactions with Methylated Histone Tails. Chromobox protein homolog 1 (Homo sapiens), P83916. AlphaScreen HP1-beta / biotin-H3K9me3 peptide binding. Potency, µM (top dose mostly 114 µM), for inactives: at the top dose activity change, negative = inhibition, usual class: inhibitors. hit rate 0.56% among 390,000; also: potency is read from the fitted curve at half-maximal effect; nearly all actives have a fitted effect of over 70% in size; inactives centre near 23
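HP1-beta protein (50 nM final) preincubated 30 min at room temperature with biotinylated H3(1-18)K9me3 peptide (50 nM) in PBS pH 7.4, 0.01% Tween-20, then compound added for 30 min. AlphaScreen streptavidin donor/nickel chelate acceptor beads (10 ug/mL final), 30 min dark, luminescence read.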
PI4K2A block: qHTS for small molecular inhibitors of PI4K2A | activity change, negative = inhibition, % at 76.9 µM | Phosphatidylinositol 4-kinase type 2-alpha (Homo sapiens), Q9BTU6 | purified PI4K2A, ADP-Glo luminescence, 1 h; hits give low values | hit rate 0.13% among 420,000; in the data active = activity change below about -50%; inconclusive = mostly about -30% to -49%;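 also: -100% = wells without enzyme as full effect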
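In this quantitative HTS, ADP production by PI4K2A was quantified luminescently after 1 h at ambient temperature; 100 microM adenosine served as plate-quality control.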
Numbers without * were called inactive; ? = inconclusive; nt = not tested or not shown; [ ] = another dose, or the depositor's remark. Unless noted, calls follow the shape of the dose curve; as a rule, active = well fitted curve in the direction sought with a large enough effect; inconclusive = small, poorly fitted or top-dose-only effect, or another doubt; inactive = no such curve, though single readings can be large; an effect the other way counts as inactive or inconclusive. An excerpt (hit frequency here may not be typical).

Preview, 8 compounds:
SMILES | 12-LOX inh | RGS4 inh | G9a block | BAZ2B inh | JMJD2A Tudor | GLS inh | ERG Ets-DNA blk | HP1b binding inh | PI4K2A block
CC(=O)Nc1cccc(NC(=O)c2c(-c3c(Cl)cccc3Cl)noc2C)c1 | 7.8% | -22.5% | -5.1% | -5.6% | -19.1% | 13.8% | nt | 14.8% | -3.4
COc1ccc(OCC(=O)NCc2ccc3c(c2)CCN3C(=O)c2ccc(F)cc2)cc1 | -20.4% | 22.4% | -1.5%[59 µM] | -2.4% | -22.0% | -9.6% | 2.7% | 19.1% | -7.4
CCCCOC(=O)CSC1=C(C#N)C(c2ccccc2OCC)C(C#N)C(=O)N1 (stereo unspecified) | nt | -45.6% | 29.1%[0.501 µM] | 50.1µM* | -35.8% | 9.5% | -3.7% | -3.4% | ?
COc1cccc(C(=O)NCC(=O)OCC(=O)Nc2cc(OC)c([N+](=O)[O-])cc2C)c1 | 18.9% | 8.3% | -1.5% | 9.9% | -14.7% | 5.8% | -0.1% | 17.8% | -2.0
Cc1nc(Cc2nnc(SCC(=O)N3CCN(c4ccc(F)cc4)CC3)o2)cs1 | 0.0% | -24.6% | -12.2%[12.7 µM] | 8.2% | 2.0% | 9.1% | -1.7% | 29.3% | -0.6
COC(=O)c1ccc(NC(=O)CCCCCn2nnc3ccccc3c2=O)cc1 | 0.0% | -11.4% | -0.8% | 3.8% | 0.7% | -1.7% | 0.5% | 30.8% | -0.4
CCOc1ccc(CCNC(=O)Cn2ccc3cc(S(=O)(=O)N4CCCCCC4)ccc32)cc1 | -20.1% | 3.0% | -23.5%[59 µM] | -19.0% | -8.3% | 0.6% | 4.2% | 30.2% | -4.3
CCN(Cc1ccccc1)Cc1c(O)ccc2c(=O)c(-c3ccccc3)c(C(F)(F)F)oc12 | -11.8% | -3.3% | ? | -5.8% | 3.1% | 3.7% | -0.1% | 86.3%[activator] | 2.7

All compounds of this part, from the first entry:
SMILES | 12-LOX inh | RGS4 inh | G9a block | BAZ2B inh | JMJD2A Tudor | GLS inh | ERG Ets-DNA blk | HP1b binding inh | PI4K2A block
CC(=O)Nc1cccc(NC(=O)c2c(-c3c(Cl)cccc3Cl)noc2C)c1 | 7.8% | -22.5% | -5.1% | -5.6% | -19.1% | 13.8% | nt | 14.8% | -3.4
COc1ccc(OCC(=O)NCc2ccc3c(c2)CCN3C(=O)c2ccc(F)cc2)cc1 | -20.4% | 22.4% | -1.5%[59 µM] | -2.4% | -22.0% | -9.6% | 2.7% | 19.1% | -7.4
CCCCOC(=O)CSC1=C(C#N)C(c2ccccc2OCC)C(C#N)C(=O)N1 (stereo unspecified) | nt | -45.6% | 29.1%[0.501 µM] | 50.1µM* | -35.8% | 9.5% | -3.7% | -3.4% | ?
COc1cccc(C(=O)NCC(=O)OCC(=O)Nc2cc(OC)c([N+](=O)[O-])cc2C)c1 | 18.9% | 8.3% | -1.5% | 9.9% | -14.7% | 5.8% | -0.1% | 17.8% | -2.0
Cc1nc(Cc2nnc(SCC(=O)N3CCN(c4ccc(F)cc4)CC3)o2)cs1 | 0.0% | -24.6% | -12.2%[12.7 µM] | 8.2% | 2.0% | 9.1% | -1.7% | 29.3% | -0.6
COC(=O)c1ccc(NC(=O)CCCCCn2nnc3ccccc3c2=O)cc1 | 0.0% | -11.4% | -0.8% | 3.8% | 0.7% | -1.7% | 0.5% | 30.8% | -0.4
CCOc1ccc(CCNC(=O)Cn2ccc3cc(S(=O)(=O)N4CCCCCC4)ccc32)cc1 | -20.1% | 3.0% | -23.5%[59 µM] | -19.0% | -8.3% | 0.6% | 4.2% | 30.2% | -4.3
CCN(Cc1ccccc1)Cc1c(O)ccc2c(=O)c(-c3ccccc3)c(C(F)(F)F)oc12 | -11.8% | -3.3% | ? | -5.8% | 3.1% | 3.7% | -0.1% | 86.3%[activator] | 2.7
CC1CCN(C(=O)CSc2nnc(Cc3cccn3C)n2-c2ccc(F)cc2)CC1 | 8.7%[57.4 µM] | ? | ? | -34.1% | ? | 2.1% | 6.7% | -10.9% | -0.2
Nn1c(SCC(=O)Nc2ccc(F)c(F)c2)nnc1C1CCCCC1 | 1.3% | -20.9% | -11.4% | -38.9% | 5.3% | -3.2% | -7.7% | 50.0%[activator] | 0.5
COc1ccc(-n2c(SCC(=O)NCCC(C)C)nc3ccsc3c2=O)cc1 | 0.0% | -28.7% | 25.1µM* | -5.5% | -6.7% | -2.0% | 2.8% | 23.8% | -0.3
CC(=O)Nc1ccc(OCCOc2ccc([N+](=O)[O-])cc2)cc1 | 5.0% | 20.4% | ? | -14.3% | -2.8% | 5.9% | 3.9% | 17.7% | -1.5
Cc1cc(SCC(=O)NC2(C#N)CCCCC2)nc2c(C)cccc12 | -3.9% | -26.9% | -27.5% | 4.2% | -19.6% | 5.7% | 2.4% | 12.1% | -0.8
S=c1nc(C2CC2)n(-c2ccccc2)[nH]1 | ? | 0.2% | ? | -12.4% | 2.51µM* | -0.2% | 6.3% | 22.7% | -2.6
Cc1ccc2c(c1)nnn2C1CCN(CC(=O)NNC(=O)c2ccco2)CC1 | 16.2% | -1.1% | 17.0%[0.501 µM] | 3.8% | 9.3% | 12.8% | 13.6% | 51.5%[activator] | -0.3
COc1ccc(C)cc1Nc1cc(C)nc(C)n1 | 6.6% | 2.4% | 5.2%[59 µM] | -2.9% | 2.3% | 1.4% | 2.9% | 58.4%[activator] | -1.9
COc1ccc(N2CCN(C(=O)CSc3ccc(C)cc3)CC2)cc1 | -17.9% | -9.4% | ? | -4.4% | -12.2% | 2.2% | -14.9% | 35.1% | -1.2
COc1ccc(-c2nc3ccccc3o2)cc1NC(=O)c1ccc(OCC(C)C)cc1 | 4.1% | -7.3% | -2.6%[59 µM] | -11.4% | -8.2% | 3.9% | 1.9% | 11.2% | 1.2
O=C(NC1CCCCCC1)c1cc(=O)[nH]c2ccc(S(=O)(=O)N3CCOCC3)cc12 | ? | -13.8% | -19.9% | -13.8% | -4.8% | -6.4% | -0.4% | 11.1% | -3.7
O=C(Nc1cccc(C(=O)N2CCOCC2)c1)c1cncc(Br)c1 | ? | -8.7% | ? | 7.7% | ? | 6.4% | -1.0% | 48.8%[activator] | -1.1
CCCCc1cc(=O)oc2cc(C)cc(OC(C)C(=O)NCC3CCC(C(=O)O)CC3)c12 (stereo unspecified) | 57.7%[activator] | -10.7% | nt | ? | -17.7% | 8.2% | 6.2% | 15.3% | -6.0
Cc1cccc(NC(=O)c2ccc(F)c(S(=O)(=O)NCc3ccco3)c2)c1 | ? | -30.4% | 50.1µM* | ? | -26.9% | -12.7% | 11.4% | 15.6% | -8.3
CN(C)C(=O)c1cc([N+](=O)[O-])cc([N+](=O)[O-])c1N(C)C | 0.2% | 38.5% | 15.4% | ? | -14.0% | 1.7% | nt | 8.8% | 0.1
Cc1ccc2c(c1)c(/C=C/c1cc[n+](C)cc1)c(C)n2C | ? | -16.6% | 44.7µM* | -14.8% | ? | 0.5% | -5.3% | 8.3% | -0.5

High-throughput results from PubChem.
